From PubChem
JMJD2A Tudor inh: qHTS Assay for Inhibitors of JMJD2A-Tudor Domain; Lysine-specific demethylase 4A (Homo sapiens), O75164; AlphaScreen JMJD2A-Tudor / H3K4me3 peptide binding; Potency, µM (series often up to 114 µM), inactives show top-dose activity change, negative = inhibition, most hits filed as inhibitors; 4.4% of 390,000 active; AID 504339, 2011; further: potency means the concentration at half of the fitted maximal effect; on the % scale 0 is the no-effect control and ±100 the full control effect; nearly all actives have a fitted effect of over 50% in size
Target sequence (O75164 whole entry, looked up, the tested form may be a part): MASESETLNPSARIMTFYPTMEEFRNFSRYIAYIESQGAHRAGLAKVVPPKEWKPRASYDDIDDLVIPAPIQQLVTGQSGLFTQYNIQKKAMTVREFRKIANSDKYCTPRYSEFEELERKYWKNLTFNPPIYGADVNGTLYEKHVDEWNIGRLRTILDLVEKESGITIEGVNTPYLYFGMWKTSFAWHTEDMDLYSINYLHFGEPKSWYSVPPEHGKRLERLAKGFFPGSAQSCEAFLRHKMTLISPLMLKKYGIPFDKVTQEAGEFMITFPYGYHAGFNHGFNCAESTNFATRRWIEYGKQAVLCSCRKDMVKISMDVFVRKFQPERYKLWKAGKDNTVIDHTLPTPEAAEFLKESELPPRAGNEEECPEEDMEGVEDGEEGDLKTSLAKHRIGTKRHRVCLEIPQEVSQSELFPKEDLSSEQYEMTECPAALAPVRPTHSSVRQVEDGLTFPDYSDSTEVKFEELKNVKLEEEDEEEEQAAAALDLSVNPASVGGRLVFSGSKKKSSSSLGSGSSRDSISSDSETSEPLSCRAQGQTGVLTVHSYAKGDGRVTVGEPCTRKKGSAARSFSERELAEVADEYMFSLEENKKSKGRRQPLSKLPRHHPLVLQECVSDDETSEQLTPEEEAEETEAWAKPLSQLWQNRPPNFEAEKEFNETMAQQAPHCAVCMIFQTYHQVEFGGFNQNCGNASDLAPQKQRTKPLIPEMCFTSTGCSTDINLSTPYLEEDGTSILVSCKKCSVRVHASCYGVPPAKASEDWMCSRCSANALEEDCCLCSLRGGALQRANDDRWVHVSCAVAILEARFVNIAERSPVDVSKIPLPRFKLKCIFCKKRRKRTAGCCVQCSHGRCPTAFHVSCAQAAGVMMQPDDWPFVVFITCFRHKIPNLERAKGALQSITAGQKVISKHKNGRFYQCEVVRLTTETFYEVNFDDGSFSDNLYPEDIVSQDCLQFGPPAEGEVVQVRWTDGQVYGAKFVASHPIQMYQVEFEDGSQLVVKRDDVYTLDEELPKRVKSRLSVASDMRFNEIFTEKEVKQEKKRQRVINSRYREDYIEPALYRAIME
GLS inh: qHTS for Inhibitors of Glutaminase (GLS); Glutaminase kidney isoform, mitochondrial (Homo sapiens), O94925; GLS enzymatic activity, qHTS titration; Potency, µM (titrated, usually from 45.5 µM), for the others: at the top dose activity change, negative = inhibition, usual class: inhibitors; 0.21% of 410,000 active; further: potency means the concentration at half of the fitted maximal effect; on the % scale 0 is the no-effect control and ±100 the full control effect
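Compounds were pin-transferred onto hKGA, after which L-glutamine (1 mM solution) and a detection mix of glutamate oxidase, HRP and Amplex Red were added. Initial and 30 min RT fluorescence reads were collected.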
HP1b chromo inh: HTS for Inhibitors of HP1-beta Chromodomain Interactions with Methylated Histone Tails; Chromobox protein homolog 1 (Homo sapiens), P83916; AlphaScreen HP1-beta / biotin-H3K9me3 peptide binding; Potency, µM (series often up to 114 µM), inactives show top-dose activity change, negative = inhibition, most hits filed as inhibitors; 0.56% of 390,000 active; AID 540317, 2011; further: potency means the concentration at half of the fitted maximal effect; nearly all actives have a fitted effect of over 70% in size; inactives centre near 23
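AlphaScreen: HP1-beta (50 nM) preformed 30 min with biotin-H3(1-18)K9me3 peptide (50 nM) in PBS pH 7.4, 0.01% Tween-20. Compound added for 30 min at RT, then streptavidin donor/nickel chelate acceptor beads (10 ug/mL) for 30 min.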
G9a block: qHTS Assay for Inhibitors of Histone Lysine Methyltransferase G9a. G9a H3K9 monomethylation, AlphaScreen, 2 h. Potency, µM (titrated, usually from 102 µM), for the others: at the top dose activity, negative = inhibition, actives largely listed as inhibitors. 8.8% of 350,000 active; further: potency means the concentration at half of the fitted maximal effect; on the % scale 0 is the no-effect control and ±100 the full control effect; nearly all actives have a fitted effect of over 75% in size
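Methyltransferase reactions run at room temperature for 2 h (20 nM enzyme, 500 nM biotin-H3K9 peptide, 20 uM SAM) after a 15 min compound preincubation; product detected by AlphaScreen beads and anti-H3K9me1 antibody.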
RGS4 inh: Inhibitors of Regulator of G Protein Signaling (RGS) 4: qHTS. Regulator of G-protein signaling 4 (Homo sapiens), P49798. Transcreener GDP fluorescence polarization, RGS4-accelerated GTP hydrolysis. Potency, µM (top dose mostly 114 µM), for the others: at the top dose activity change, negative = inhibition, hits mostly inhibitors. 0.039% of 390,000 active. AID 504845, 2011; further: potency means the concentration at half of the fitted maximal effect; on the % scale 0 is the no-effect control and ±100 the full control effect; nearly all actives have a fitted effect of over 75% in size; some results filed as inactive show a strong effect at the top dose
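MLSMR compounds (23 nl, pin-transferred) preincubated 10 min at room temperature with a 500nM (2x) first reagent, then RGS4 at 900nM (2x) plus Transcreener GDP mix added; fluorescence polarization (620/688 nm) read before and after 90 min at 30 °C.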
ALOX12 inh: Primary qHTS assay for inhibitors of human arachidonate 12S-lipoxygenase (ALOX12): Round 2. purified 12hLO, xylenol orange hydroperoxide absorbance. Potency, µM (highest dose often 108 µM), for the others: at the top dose activity change, negative = inhibition, hits mostly inhibitors. 1.1% of 580,000 active. AID 1671190, 2021; further: potency means the concentration at half of the fitted maximal effect; on the % scale 0 is the no-effect control and ±100 the full control effect
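Purified human 12hLO at 150 nM in 25 mM Hepes, 0.01% Triton X-100, pH 7.0, preincubated 15 min at room temperature with compound. Reaction started with 40 uM arachidonic acid, 30 min at room temperature. Hydroperoxide measured by Fe-xylenol orange, 573/405 nm absorbance ratio.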
PI4K2A block: qHTS for small molecular inhibitors of PI4K2A. purified PI4K2A, ADP-Glo luminescence, 1 h; hits give low values. activity change, negative = inhibition, % at 76.9 µM. 0.13% of 420,000 active; in the data active means activity change below about -50%; inconclusive means mostly about -30% to -49%;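 further: -100% = wells without enzyme as full effect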
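ADP-Glo luminescence measured ADP generated by PI4K2A enzyme (4 ug/mL before mixing) with 1.2 mM PI substrate (pre-mix) and 300 microM ATP (pre-mix). Tris pH7.5 buffer with MgCl2, Triton X-100; 1 h reaction at ambient temperature.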
BAZ2B block: qHTS Assay for Inhibitors of BAZ2B; Bromodomain adjacent to zinc finger domain protein 2B (Homo sapiens), Q9UIF8; AlphaScreen BAZ2B-H3K14Ac peptide displacement; Potency, µM (highest dose often 114 µM), for the others: at the top dose activity change, negative = inhibition, most hits filed as inhibitors; 4.4% of 360,000 active; AID 504333, 2011; further: potency means the concentration at half of the fitted maximal effect; on the % scale 0 is the no-effect control and ±100 the full control effect; nearly all actives have a fitted effect of over 60% in size
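In this displacement format the biotinylated H3(5-23) peptide acetylated at Lys14 serves as ligand at 50 nM, with BAZ2B at 50 nM in PBS pH 7.4 containing 0.01% Tween-20. Donor and acceptor beads are 10 ug/mL final.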
ERG-DNA inh: qHTS for Small Molecule Inhibitors of the ERG Ets/DNA interaction; fluorescence polarization, His-ERG Ets domain / labelled DNA; Transcriptional regulator ERG (Homo sapiens), P11308; 0.028% of 370,000 active; Potency, µM (series often up to 76.9 µM), for inactives: at the highest dose FP activity, negative = inhibition, actives largely listed as inhibitors; active means well fitted inhibition curve with a large enough effect in the polarisation, with a control signal flat; inconclusive means small, poorly fitted or top-dose-only effect, or effect the other way, or a change in a side signal; inactive means no such curve, though single readings can be large or run the other way; the % refers to the polarisation;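 further: polarization taken with two DNA probes labelled with fluorescein and Texas red; potency means the concentration at half of the fitted maximal effect; % of control where 0% means no effect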
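His-tagged ERG Ets domain (1 uM in the protein solution; 300mM KCl, 50mM Tris-HCl, 1mM EDTA, 1mM DTT, pH 7.5) received compound, then a probe mix of 5 nM fluorescein-DNA and 100nM Texas-615-DNA. Fluorescence polarization was read for both dyes.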
* hit, by the source's call; u = inconclusive; x = no result given; [ ] = dose if it differs, or a comment. Unless noted, the call rests on the fitted dose curve; in most records, active means well fitted curve in the direction sought with a large enough effect; inconclusive means small, poorly fitted or top-dose-only effect, or another doubt; inactive means no such curve, though single readings can be large; an effect the other way counts as inactive or inconclusive. Some of the compounds tested; count on the stated rates, not on these rows.

SMILES	JMJD2A Tudor inh	GLS inh	HP1b chromo inh	G9a block	RGS4 inh	ALOX12 inh	PI4K2A block	BAZ2B block	ERG-DNA inh
Cc1cc(C)nc(-n2nc(C)cc2NC(=O)c2cc3ccccc3oc2=O)n1	-12%	-5%	17%	x	2%	15%	5	x	8%
O=C(N/N=C1\CCSc2ccc(F)cc21)c1cccnc1	-10%	0%	36%	-20%	-6%	3%	-2	-16%	-3%
[O-]/C(=C(\C(=S)Nc1ccccc1F)[n+]1ccccc1)c1ccc(-c2ccccc2)cc1	-30%	-2%	4%	32µM*	u	-13%	-4	-27%	-17%
COC(=O)CN1C(=O)COc2ccc(S(=O)(=O)N3CCCC3)cc21	3%	-11%	13%	42%[59 µM]	-18%	10%	-5	-3%	11%
NC(=O)CSc1ncnc2c1cnn2Cc1ccccc1	-6%	-8%	31%	-29%	25%	2%	-3	12%	-16%
COc1ccccc1N1CCN(C(=O)C2=CC=CN3CCS(=O)(=O)N=C23)CC1	-4%	-2%	32%	u	24%	-1%	3	-2%	-3%
CCOc1ccc(/C=N/NC(=O)C(O)c2ccccc2)c(O)c1 (stereo unspecified)	-23%	0%	44%[activator]	x	-21%	217%[activator]	-4	11%	3%
CCN(CC)S(=O)(=O)c1csc(C(=O)OCC(=O)c2ccccc2)c1	-5%	17%	35%[activator]	5%[59 µM]	11%	-10%	0	14%	-4%
Cc1sc2nc(CSc3ccccc3)nc(N3CCC(C(N)=O)CC3)c2c1C	u	-2%	17%	-25%	-7%[56.9 µM]	u	-2	u	5%
C=CCCC(=O)N(C)CCO	-18%	4%	22%	24%[2.33 µM]	-17%	8%	0	-1%	-1%
C=CCn1c(=O)c2ccccc2n2c(SCC(=O)NCCc3ccccc3)nnc12	-1%[57.1 µM]	-14%	37%	6%[59 µM]	29%	-9%	0	-2%	-7%
CC(=O)Nc1ccc(S(=O)(=O)Nc2cccc(NC(=O)c3ccco3)c2)cc1	-4%	0%	23%	1%	-20%	-1%	3	-16%	2%
COc1cc(C(=O)NN2C(=O)NC3(CCC(C)CC3)C2=O)ccc1OC(F)F (stereo unspecified)	-8%	6%	10%	x	8%	177%[activator]	-4	x	-17%
COc1c(C)cc(S(=O)(=O)NCCc2c(C)[nH]c3ccccc23)c(C)c1C	u	4%	-19%	u	15%	-20%	3	40µM*	0%
CC12CCC(C(=O)NCc3ccc4c(c3)OCO4)(CC1=O)C2(C)C (stereo unspecified)	18%[11.4 µM]	-16%	-4%	10%[59 µM]	22%[11.4 µM]	2%	-1	6%	5%
COCCn1c(SCC(=O)Nc2cc(C)on2)nnc1-c1ccco1	7%	-8%	23%	-46%	17%	0%	-3	u	9%
COC(=O)Cc1cc(=O)n2[nH]cnc2n1	-11%	4%	13%	-33%[0.501 µM]	-7%	6.3µM*	-4	79µM*	-11%
CCOc1cc(C(=O)OC(C)C(=O)Nc2ccc(S(N)(=O)=O)cc2)ccc1OCC(=O)N1CCOCC1 (stereo unspecified)	-17%	-3%	13%	-4%	-4%	1%	-8	5%	1%
CC(=O)N1CCOc2cc(S(=O)(=O)Nc3c(C)cccc3C(C)C)c(Cl)cc21	-20%	0%	30%	u	11%	u	-3	-2%	0%
O=C1CC(SCc2nc3ccccc3[nH]2)C(=O)N1c1cccc(F)c1 (stereo unspecified)	-12%	8%	27%	u	-14%	-1%	2	3%	x
COc1ccc2c(c1)CCC/C2=N\Nc1nc(C(=O)NN)cs1	-32%	0%	6%	-34%	-23%	0%	-10	-27%	2%
COc1ccc(C)cc1NS(=O)(=O)c1ccc2c(c1)oc(=O)n2C	-19%	9%	12%	-42%[0.501 µM]	-7%	0%	2	-8%	11%
C=CCn1c(Oc2cc(C)ccc2C)nc2c1c(=O)n(C)c(=O)n2C	-17%	u	17%	2%[12.7 µM]	-2%	8%	-1	-10%	x
COc1cccc(NC(=O)Cn2c(=O)n(-c3cccc(OC)c3)c(=O)c3c4c(sc32)CCCC4)c1	-6%	-1%	27%	0%[59 µM]	-3%	u	2	1%	-2%
COC(=O)C(OC(=O)c1ccc(OC)cc1)C(=O)OC	-7%	-2%	14%	-8%[59 µM]	-1%	-4%	1	5%	-2%
Cc1nc2ccccc2c(=O)n1/N=C/c1ccc(O)c(O)c1O	14µM*	u	u	1.3µM*	u	x	-30	u	-1%
O=C1c2ccccc2NC(c2ccc(-c3cccc(Cl)c3)o2)N1O (stereo unspecified)	-30%	1%	22%	25%[12.7 µM]	-17%	u	9	-8%	3%
CCOc1cc(/C=C2/N=C(C)C(C(=O)OC)=C2O)ccc1O	-13%	12%	6%	45µM*	6%	u	1	-10%	19%
CCC(C)NC(=O)CN(C1CCCCC1)S(=O)(=O)c1ccc(F)cc1 (stereo unspecified)	-6%	9%	21%	x	-2%	2%	-2	-1%	1%
CC1Cc2ccccc2C(=O)N1 (stereo unspecified)	-14%[11.4 µM]	-15%	61%[activator]	16%[59 µM]	12%[11.4 µM]	7%	-3	-4%	-2%
Cc1nnc(Nc2ccc(C(=O)N3CCOCC3)cc2)c2ccccc12	-10%	15%	4%	8%[12.7 µM]	27%	-19%	13	-1%	0%
CC(=O)Cc1nsc(Nc2ccc3c(c2)OCCO3)n1	-17%	29%	3%	u	-6%	37%[activator]	-8	-4%	1%
Nc1cc(OC(=O)c2c(F)cccc2Cl)nn1S(=O)(=O)c1ccccc1	-18%	3%	24%	5%	8%	-19%	18	2%	-5%
CCOC(=O)c1cccc(NC(=O)c2cc3sccc3n2C)c1	u	-2%	-6%	-4%[12.7 µM]	-29%	10%	-2	-9%	-6%
O=C(/C=C/c1cccnc1)c1ccc(NC(=O)c2cccc(Br)c2)cc1	-11%	7%	u	-11%	-27%	0%	-4	-8%	1%
O=C(NNC(=O)c1cccs1)c1ccc(Cl)nc1	-12%	1%	26%	-5%	1%	11%	5	11%	0%

Sorted by length of the SMILES (smallest number first): nine of the compounds above.
SMILES	JMJD2A Tudor inh	GLS inh	HP1b chromo inh	G9a block	RGS4 inh	ALOX12 inh	PI4K2A block	BAZ2B block	ERG-DNA inh
CC1Cc2ccccc2C(=O)N1 (stereo unspecified)	-14%[11.4 µM]	-15%	61%[activator]	16%[59 µM]	12%[11.4 µM]	7%	-3	-4%	-2%
CC(=O)Cc1nsc(Nc2ccc3c(c2)OCCO3)n1	-17%	29%	3%	u	-6%	37%[activator]	-8	-4%	1%
COC(=O)C(OC(=O)c1ccc(OC)cc1)C(=O)OC	-7%	-2%	14%	-8%[59 µM]	-1%	-4%	1	5%	-2%
CCOC(=O)c1cccc(NC(=O)c2cc3sccc3n2C)c1	u	-2%	-6%	-4%[12.7 µM]	-29%	10%	-2	-9%	-6%
Cc1nc2ccccc2c(=O)n1/N=C/c1ccc(O)c(O)c1O	14µM*	u	u	1.3µM*	u	x	-30	u	-1%
CCOc1cc(/C=C2/N=C(C)C(C(=O)OC)=C2O)ccc1O	-13%	12%	6%	45µM*	6%	u	1	-10%	19%
Cc1nnc(Nc2ccc(C(=O)N3CCOCC3)cc2)c2ccccc12	-10%	15%	4%	8%[12.7 µM]	27%	-19%	13	-1%	0%
CCC(C)NC(=O)CN(C1CCCCC1)S(=O)(=O)c1ccc(F)cc1 (stereo unspecified)	-6%	9%	21%	x	-2%	2%	-2	-1%	1%
O=C(/C=C/c1cccnc1)c1ccc(NC(=O)c2cccc(Br)c2)cc1	-11%	7%	u	-11%	-27%	0%	-4	-8%	1%

More compounds
SMILES	JMJD2A Tudor inh	GLS inh	HP1b chromo inh	G9a block	RGS4 inh	ALOX12 inh	PI4K2A block	BAZ2B block	ERG-DNA inh
N#Cc1ccc(-c2ccc(C3Nc4ccccc4C(=O)N3O)o2)cc1 (stereo unspecified)	-25%	43%[activator]	45%[activator]	-15%[0.501 µM]	u	u	-3	-35%	x
O=C(Nc1ccc(Cl)cc1)C1CCCN(C2=NS(=O)(=O)c3ccccc32)C1 (stereo unspecified)	-11%	-5%	30%	-5%[2.33 µM]	-32%	u	-1	-3%	x
COc1cc(C(=O)NCc2nnc(SCC(=O)Nc3nc4ccc(C)cc4s3)o2)cc(OC)c1OC	-3%	8%	21%	-6%	-25%	-12%	-6	-3%	-1%
COC(=O)c1cc(NC(=O)CN(c2ccc3c(c2)OCO3)S(C)(=O)=O)ccc1Cl	-6%	-5%	14%	1%[12.7 µM]	-19%	-6%	14	6%	7%
